# ATG4B inhibitor – inhibitors of human ATG4B cysteine protease; Q9Y4P1; ATG4B cleavage of LC3-PLA2, NBD-HPC fluorescence, 1 h; inhibition, % at 8.33 µM; 340,000 tested, 0.51% active; in the data active means inhibition above about 40%
# Target sequence (Q9Y4P1 whole entry, looked up): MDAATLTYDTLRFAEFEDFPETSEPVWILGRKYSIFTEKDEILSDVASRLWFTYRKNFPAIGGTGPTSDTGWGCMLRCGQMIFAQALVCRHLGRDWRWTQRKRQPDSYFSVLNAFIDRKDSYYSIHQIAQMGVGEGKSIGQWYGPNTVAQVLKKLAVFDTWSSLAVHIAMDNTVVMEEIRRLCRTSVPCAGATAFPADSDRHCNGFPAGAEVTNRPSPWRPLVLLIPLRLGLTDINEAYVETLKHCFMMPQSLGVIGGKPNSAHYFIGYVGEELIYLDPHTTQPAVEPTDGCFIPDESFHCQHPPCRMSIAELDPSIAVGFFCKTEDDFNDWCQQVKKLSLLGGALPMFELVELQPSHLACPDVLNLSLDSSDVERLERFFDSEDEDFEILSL
# EBI2 antag – EBI2 (human) antagonism. 360,000 tested, 0.81% active. inhibition, % at 5 µM. EBI2 beta-arrestin recruitment, luminescence, 7a,25-OHC stimulated; in the data active means inhibition above about 38%;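 further: enzyme fragment complementation signal reports receptor beta-arrestin coupling in cells; 0% = agonist plus DMSO wells and 100% = wells without agonist; some results beyond the cut were filed as inactive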
# APJ antagonist – APJ receptor antagonism. CHO-K1 APJ beta-arrestin complementation, luminescence. inhibition, % at 20 µM. 330,000 tested, 0.32% active;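 active means inhibition above about 40% at 20 µM, limit read from the data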;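 further: cells challenged with 10 nM apelin-13 agonist together with compound; plate controls were apelin-13 plus DMSO wells for no effect and DMSO wells lacking apelin-13 for full effect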
# APJ agonist – agonists of human APJ apelin receptor | activation, % at 20 µM | CHO-K1 APJ PathHunter beta-arrestin, luminescence; 0% DMSO wells, 100% apelin | P35414 | 330,000 tested, 0.11% active;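 active means activation more than six SD over the plate average, tested at 20 µM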;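 further: 0% = DMSO alone and 100% = apelin-13 at 10 nM; some results filed as inactive read as strong as hits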
#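 Assay system: CHO-K1 APJ beta-arrestin complementation cell line / Compound: single test compound dose, 20 µM final, 1% DMSO / Times: overnight seeding, 90 min compound at 25 °C, 1 h detection / Technique: beta-gal luminescence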
# Gli-Sufu antag – antagonists of Gli-Sufu signaling | 340,000 tested, 0.74% active | inhibition, % at 5 µM | Sufu-KO-LIGHT fibroblasts, Gli luciferase reporter luminescence;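 active means inhibition above about 55%, limit read from the data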;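 further: 0% = DMSO-treated cells and 100% = wells with medium but no cells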
# CCR6 antag – blocks CCL20-driven beta-arrestin recruitment at human CCR6; P51684; CHO-K1 CCR6 PathHunter beta-arrestin, luminescence, CCL20-stimulated; inhibition, % at 20 µM; 340,000 tested, 0.49% active; AID 493098;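 active means compounds whose inhibition of the agonist-driven luminescence signal at 20 µM reaches about 50%, limit read from the data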;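 further: cells stimulated with CCL20 at 14 nM final; plate controls were DMSO with CCL20 for no effect and DMSO without agonist for full effect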
# UBC13 inh – blocks human UBC13 polyubiquitin chain formation. AID 485273. inhibition, % at 20 µM. 330,000 tested, 0.47% active. TR-FRET; in the data active means inhibition above about 45%, passing the limit was not always enough; inconclusive means no clear call, values can overlap the other calls
# CXCR6 block – CXCR6 (human) receptor inhibition; O00574; CHO-K1 PathHunter CXCR6 beta-arrestin, luminescence; inhibition, % at 20 µM; 360,000 tested, 0.36% active; in the data active means inhibition above about 34%, passing the limit was not always enough;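 further: antagonist mode with CXCL16 agonist at 10 nM final; 0% = 10 nM CXCL16 with DMSO and 100% = unstimulated wells without agonist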
# Target sequence (O00574 whole entry, looked up): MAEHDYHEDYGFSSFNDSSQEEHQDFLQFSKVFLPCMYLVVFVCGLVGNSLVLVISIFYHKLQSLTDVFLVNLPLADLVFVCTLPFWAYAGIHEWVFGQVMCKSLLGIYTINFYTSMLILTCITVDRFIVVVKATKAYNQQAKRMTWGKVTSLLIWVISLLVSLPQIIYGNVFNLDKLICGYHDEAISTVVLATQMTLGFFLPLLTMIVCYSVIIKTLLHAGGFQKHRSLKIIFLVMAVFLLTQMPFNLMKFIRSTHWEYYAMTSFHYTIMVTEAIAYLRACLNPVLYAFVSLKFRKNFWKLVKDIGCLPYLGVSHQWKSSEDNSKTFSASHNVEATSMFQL
# The depositor's hits bear a star; ? = inconclusive; . = not tested or not shown. Compounds were not picked by outcome; overall some 3% were active at least once.
SMILES,ATG4B inhibitor,EBI2 antag,APJ antagonist,APJ agonist,Gli-Sufu antag,CCR6 antag,UBC13 inh,CXCR6 block
Cc1ccc(CNC(=O)CCS(=O)(=O)c2ccc(Br)cc2)cc1,-16,4,.,.,8,19,.,-2
O=C(NNS(=O)(=O)c1c(F)cc(F)c(Cl)c1F)C12CC3CC(CC(C3)C1)C2,.,-10,8,-2,.,.,-39,-3
CC(C)(C)N1CC(c2nc3ccccc3n2Cc2ccccc2)CC1=O (centres undefined),7,-12,-2,1,-2,0,-2,40
Cc1cc(C(=O)N/N=C/c2sccc2C)no1,9,-7,14,-2,-8,-12,-6,8
CCOc1ccc(-n2nc3c(Cl)nnc(C)c3c2C)cc1,-7,-4,-3,1,-4,-1,-4,-7
NC(N)=N/N=C/c1ccc(OCc2ccccc2Cl)cc1,20,-11,-23,8,22,43,74*,-17
Cc1c(C(=O)C(=O)NCCCn2ccnc2)c2ccccc2n1C,-3,-1,-19,-1,-1,-6,-21,-5
COC(=O)CNC(=O)C(C)NC(=O)OCc1ccccc1 (centres undefined),-5,-3,1,0,99*,-3,4,-6
COC(=O)c1c(C)[nH]c(C(=O)C(C)OC(=O)c2ccco2)c1C (centres undefined),5,0,-42,-2,1,3,-10,-3
COc1cc(NC(=O)CCCNC(=O)c2ccc(Cl)cc2)cc(OC)c1,-11,2,17,0,33,8,4,7
CCCCOc1ccc(NC(=O)CSc2nnnn2C)cc1,0,4,13,-3,-6,12,-3,4
COc1ccc(OC)c(CCNC(=O)Cn2cccc2C(=O)c2ccccc2C)c1,2,-3,-8,-2,15,11,-4,-8
O=C(CCCC(=O)OCC1CCCO1)OCC1CCCO1 (centres undefined),7,-4,20,-2,6,12,-5,4
Cc1cc(N)n(-c2nc(-c3cccnc3)nc3ccccc23)n1,-8,-9,-8,-1,4,12,0,-3
O=C(CN1C(=O)/C(=C/c2ccco2)SC1=S)NC1CCS(=O)(=O)C1 (centres undefined),-2,-3,-6,-3,-3,2,-13,0
O=C(CN1CCCCCC1)N/N=C/c1cccc(Cl)c1,-8,9,-19,-2,8,-4,-12,4
CCCCC(=O)Nc1nc(C)c(C(C)=O)s1,-1,-7,6,-2,.,-1,-1,4
O=C(CNc1ccc(Br)cc1)c1ccc(Br)s1,0,38,66*,-16,-34,66*,-4,41*
CCCCN(C(=O)C1CCCC1)c1c(N)n(CC(C)C)c(=O)[nH]c1=O,4,0,14,-3,-2,3,-4,-8
COc1cccc(C(=O)Nc2ccc(-c3nc4ccccc4o3)c(O)c2)c1,-3,3,-32,11,-16,-3,-7,-13
COc1ccc(/C=C2/N=C(c3cccs3)OC2=O)cc1OC(C)C,4,2,13,-2,21,19,2,0
Cc1cc(C(=O)OCC(=O)Nc2ccc(S(=O)(=O)N3CCOCC3)cc2)c(C)o1,-6,-3,7,-2,4,-7,-3,7
CC1=C(C)/C(=N/OC(=O)c2cccc([N+](=O)[O-])c2)C=CC1=O,-2,-1,9,-1,8,19,2,2
Cc1ccc(C(C)C)c(OCC(=O)N2CCN(c3ncccn3)CC2)c1,-15,48*,0,0,4,-1,14,4
CCOc1ccccc1Nc1ccc(C(=O)O)cc1N,3,-5,-2,3,5,-6,3,-1

# Record cards, from the list above. Values in the order: ATG4B inhibitor, EBI2 antag, APJ antagonist, APJ agonist, Gli-Sufu antag, CCR6 antag, UBC13 inh, CXCR6 block
# `COc1cc(NC(=O)CCCNC(=O)c2ccc(Cl)cc2)cc(OC)c1` across the screens: -11, 2, 17, 0, 33, 8, 4, 7
# `NC(N)=N/N=C/c1ccc(OCc2ccccc2Cl)cc1` across the screens: 20, -11, -23, 8, 22, 43, 74*, -17

# Part of the list above, limited to CXCR6 block and UBC13 inh.
structure	CXCR6 block	UBC13 inh
Cc1cc(C(=O)N/N=C/c2sccc2C)no1	8	-6
CCOc1ccc(-n2nc3c(Cl)nnc(C)c3c2C)cc1	-7	-4
NC(N)=N/N=C/c1ccc(OCc2ccccc2Cl)cc1	-17	74*
Cc1c(C(=O)C(=O)NCCCn2ccnc2)c2ccccc2n1C	-5	-21

# Back to the main list; the 2 compounds before the break are reprinted first.
SMILES,ATG4B inhibitor,EBI2 antag,APJ antagonist,APJ agonist,Gli-Sufu antag,CCR6 antag,UBC13 inh,CXCR6 block
Cc1ccc(C(C)C)c(OCC(=O)N2CCN(c3ncccn3)CC2)c1,-15,48*,0,0,4,-1,14,4
CCOc1ccccc1Nc1ccc(C(=O)O)cc1N,3,-5,-2,3,5,-6,3,-1
Oc1c(C(c2cccs2)N2CCN(c3ccccc3)CC2)sc2ncnn12 (centres undefined),-9,1,2,1,1,6,0,1
CC(NC(=O)COc1ccccc1F)C1CC2CCC1C2 (centres undefined),-10,3,-4,-3,10,9,-16,8
CCCCNC(=O)c1onc(CSc2cc(C)cc(C)c2)c1C(=O)NCCCC,-12,3,-1,-3,9,19,9,6
O=C(NNc1nc(N2CCCC2)nc(N2CCCC2)n1)c1ccccc1,1,-8,.,.,4,3,.,4
CCOc1cc(S(=O)(=O)NC2CC(C)(C)NC(C)(C)C2)ccc1F,-7,-8,14,-3,1,4,7,-7
COc1ccccc1NC(=O)CC1COc2ccccc2O1 (centres undefined),-1,-13,17,-5,5,9,10,-11
CCCCC(=O)Nc1cc(OC)c(NC(=S)Nc2ccc(OC)cc2)cc1OC,-1,20,.,.,0,19,.,-4
CCSc1c(-c2ccccc2)nc2c(C)cccc2c1C(=O)O,-5,-4,6,3,-1,-8,-11,-4
COc1ccc(OCc2cc(/C=N\NC(=O)c3ccccc3)ccc2OC)cc1,-1,10,-6,-5,-2,11,-9,3
C=CCn1c(Cc2cccs2)nnc1SC/C=C/c1ccccc1,8,4,-18,-2,0,7,6,11
O=C(Oc1cc(-c2ccccc2)no1)c1cccc(C(F)(F)F)c1,3,6,5,-6,5,3,-6,0
COCCCn1c(C(C)C)nc2oc3cc(OC)ccc3c(=O)c2c1=O,6,-6,-10,-2,4,-15,-10,-4
CSc1nc(N)c2c3c(sc2n1)COC(C(C)C)C3 (centres undefined),-1,-3,1,-4,11,4,3,6
O=C(Nc1ccc(CN2CCOCC2)cc1)c1cc2ccccc2o1,-1,3,12,1,-81,-7,-6,-1
Cc1cc(C(=O)Nc2ccncc2)ccc1[N+](=O)[O-],0,-8,-4,-3,1,9,11,2
CCN(CC)S(=O)(=O)c1ccc(N=Nc2c(N)[nH]c(=O)[nH]c2=O)cc1,2,-2,-32,0,4,10,5,7
Cc1cc(OCC(=O)Nc2ccccc2C)no1,-4,0,-7,-3,-7,6,4,0
O=C(CCCN1C(=O)c2cccc3cccc(c23)C1=O)N1CCN(c2ccccc2O)CC1,-15,-16,-24,4,3,13,4,-4
COc1ccc(C(=O)c2oc3ccc(OC)cc3c2N)cc1,-6,7,7,6,-86,0,20,1
CC(C)OC(=O)/C(=C\c1cccnc1)NC(=O)c1ccccc1,2,1,2,-2,2,-6,-5,-3
Cc1cccc2[nH]c(SCC(=O)O)nc12,-14,6,6,-3,-5,1,0,-3
Cc1cccc(NC(=O)CCS(=O)(=O)c2ccccc2)n1,12,0,-1,-2,6,10,1,-7
CC(C)C(=O)NC(=S)Nc1ccc(S(=O)(=O)NC(C)(C)C)cc1,-7,1,0,-1,1,24,6,3
COc1ccc(C2=NN(c3nc4ccccc4s3)C(=O)/C2=C\N(C)C)cc1,-11,-4,8,-1,1,-6,-10,-15
O=C(O)c1cc(-c2ccccc2)nn1CC1CC(c2cccc([N+](=O)[O-])c2)=NO1 (centres undefined),2,.,-55,-4,-3,-9,-7,.

# Reformatted with two lines to a compound: part of the list above.
# Values run as follows: ATG4B inhibitor, EBI2 antag, APJ antagonist, APJ agonist, Gli-Sufu antag, CCR6 antag, UBC13 inh, CXCR6 block
- COCCCn1c(C(C)C)nc2oc3cc(OC)ccc3c(=O)c2c1=O
  6, -6, -10, -2, 4, -15, -10, -4
- CSc1nc(N)c2c3c(sc2n1)COC(C(C)C)C3 (centres undefined)
  -1, -3, 1, -4, 11, 4, 3, 6

# Next section
SMILES,ATG4B inhibitor,EBI2 antag,APJ antagonist,APJ agonist,Gli-Sufu antag,CCR6 antag,UBC13 inh,CXCR6 block
CCOC(=O)C1CCCN(CC(=O)Nc2cccc(C(C)=O)c2)C1 (centres undefined),2,-8,-2,-1,1,6,4,-4
CCOC(=O)C1=C(COC(=O)[C@@H](NC(=O)c2cccc(C)c2)C(C)C)NC(=O)NC1C (some centres undefined),-11,5,-10,-1,9,9,?,-1
Cc1c(Cl)cccc1NC(=O)CSc1nnnn1C,-4,4,8,-1,4,12,4,-2
COc1ccccc1N1C(=S)NC2CS(=O)(=O)CC21 (centres undefined),-1,-17,2,1,3,5,-2,-4
Cc1ccc(S(=O)(=O)N2CC3CCCN3c3ccc(C(F)(F)F)cc32)cc1 (centres undefined),-1,-13,2,-4,8,11,7,2
COC(=O)[C@H](Cc1ccccc1)NS(=O)(=O)N[C@@H](Cc1ccccc1)C(=O)OC,-16,-9,4,-3,-2,4,-11,2

# Screening results as filed in PubChem.
